VIM-2 inh – VIM-2 metallo-beta-lactamase inhibitors, primary screen, biochemical, epi-absorbance readout, Pseudomonas aeruginosa enzyme; inhibition, % at 5.6 µM; purified VIM-2, nitrocefin hydrolysis, epi-absorbance fluorescence; actives 0.89% (n = 290,000);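 active = inhibition above the mean of all tested compounds plus 3 SD, cutoff set per screening run, cut at about 7.5% in these data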;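 note: red hydrolysis product quenches plate fluorescence so inhibitors raise well fluorescence; 0% = enzyme with DMSO and 100% = DMSO without enzyme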
HCV NS3 hel inh – inhibitors of HCV NS3 helicase, primary screen, biochemical, Cy5 molecular beacon fluorescence; NS3 helicase DNA unwinding; inhibition, % at 10.9 µM; actives 0.56% (n = 290,000); AID 1800, 2009;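 active = inhibition above the mean of all tested compounds plus 3 SD, set per campaign, cut at about 35% in these data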;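 note: 0% = DMSO wells and 100% = thioflavine S control wells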
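Measured by: Cy5 fluorescence, 0 and 60 min reads / Assay system: NS3 helicase fragment of HCV / Control set: low DMSO, high thioflavine S at 110 µM / Times: 1 h reaction at 25 °C, ATP-initiated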
MEKK2mut PB1 HTS – MEK5 binding signal on mutant MEKK2 PB1, primary screen, biochemical, multiplex bead flow cytometry, Alexa488-MEK5. Alexa488-MEK5 binding to MEKK2 mutant. percent response, % at 10 µM. actives 0.35% (n = 290,000). AID 1530, 2009; in the data active = percent response above about 24%, passing the limit was not always enough; note: inactives centre near 1; some results filed as inactive read as strong as hits
IMP-1 inh – IMP-1 metallo-beta-lactamase inhibitors, primary screen, biochemical, epi-absorbance readout, Pseudomonas aeruginosa enzyme. purified IMP-1, nitrocefin hydrolysis, epi-absorbance fluorescence. inhibition, % at 5.6 µM. actives 0.45% (n = 290,000). AID 1556, 2009;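 active = inhibition above the mean plus 3 SD of all compounds in the same screening run, cut at about 4.5% in these data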;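 note: 0% = IMP-1 with DMSO and 100% = DMSO wells lacking enzyme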
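Test system: recombinant IMP-1 enzyme, purified / Medium: HEPES buffer pH 7.1 with ZnSO4 and Brij 35 / Doses: single dose, 5.6 µM / Times: 25 °C, 15 min preincubation, 25 min reaction / Detection: Epi-absorbance via hydrolysed-nitrocefin quenching of white-plate fluorescence, 480/530 nm, EDTA stop / Evaluation: percent inhibition from optical density relative to buffer-blank wells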
DNA FID counter – compounds displacing fluorescent DNA intercalator, primary screen, artefact control for HCV NS3 helicase inhibitor project, biochemical, FID fluorescence. DNA fluorescent intercalator displacement. actives 0.17% (n = 290,000). inhibition, % at 7.9 µM; in the data active = inhibition above about 37%;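 note: 0% = vehicle and 100% = reference compound; higher means more ethidium bromide displaced from hairpin DNA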
NALP1 inh – NALP1 inflammasome inhibitors in reconstituted yeast, colorimetric, S. cerevisiae, triplicate retest. inhibition, % at 10 µM. actives 0.61% (n = 280,000). S. cerevisiae NALP1/ASC/caspase-1 growth, X-gal OD620, 72 h; in the data active = inhibition mostly above about 24%, no sharp cut-off; inactive = mostly below about 32%; note: some compounds called inactive have numbers as strong as hits
MEKK2 WT-MEK5 – modulators of MEK5 binding to wildtype MEKK2, primary screen, biochemical, multiplex bead flow cytometry, Alexa488-MEK5 | AID 1531, 2009 | actives 1.1% (n = 290,000) | Alexa488-MEK5 binding to MEKK2 WT; actives lie on both sides | binding response (% of control), % at 10 µM; in the data active = binding response below about 67% or above about 130%
UBC9 SUMO inh – inhibitors of in vitro SUMOylation cascade, primary screen, biochemical, HTRF, uHTS | actives 0.36% (n = 290,000) | inhibition, % at 35 µM | AID 2006, 2009 | HTRF SUMOylation assay, SAE1/SAE2 + UBC9; in the data active = inhibition above about 50%, passing the limit was not always enough; note: strong numbers were not always called active
Target sequence (P63279 whole entry, looked up): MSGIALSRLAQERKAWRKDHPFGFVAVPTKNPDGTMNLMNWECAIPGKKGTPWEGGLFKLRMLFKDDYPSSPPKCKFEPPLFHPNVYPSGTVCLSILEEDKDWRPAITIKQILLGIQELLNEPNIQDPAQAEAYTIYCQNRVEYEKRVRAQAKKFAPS
M18AAP inhibitor – PfM18AAP inhibitors, malaria aminopeptidase, primary screen, biochemical, QFRET, recombinant enzyme | actives 1.2% (n = 290,000) | H-Glu-NHMec fluorogenic cleavage | M18 aspartyl aminopeptidase (Plasmodium falciparum 3D7) | inhibition, % at 7.35 µM;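 active = inhibition above the campaign mean inhibition over all tested compounds plus 3 SD, cut at about 28% in these data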;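 note: 0% = plate median of test compound wells and 100% = 2 mM ZnCl2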
The depositor's hits bear a star; . = no result given.

SMILES	VIM-2 inh	HCV NS3 hel inh	MEKK2mut PB1 HTS	IMP-1 inh	DNA FID counter	NALP1 inh	MEKK2 WT-MEK5	UBC9 SUMO inh	M18AAP inhibitor
O=c1[nH]c(Cc2cccs2)nc2ccccc12	1.6	1	-1	-2.5	1	-12	96	24	-6
O=C(Nc1cccc(N2CCCC2)c1)c1cccs1	-0.5	-1	-8	-4.1	0	11	88	-1	11
O=C(/C=C/c1ccc(Cl)cc1Cl)N(Cc1ccccc1)C1CCS(=O)(=O)C1 (stereo not drawn)	-1.4	-12	-1	-2.2	0	34	101	-2	-2
O=C(O)C1CCN(C(=O)c2ccccc2Cl)CC1	-4.2	0	4	-2.6	2	3	106	-3	1
COc1ccccc1N1CCN(C(=O)CSc2nnc(NC(=O)C3CC3)s2)CC1	-1.1	0	-2	-3.3	-22	32	98	16	-7
CC1CCN(S(=O)(=O)c2ccc3nc(N4CCN(c5ccccc5)CC4)ccc3c2)CC1	1.4	3	2	-3.6	-2	7	99	-2	-3
CN(C)/C=N/N(C)c1ncccc1[N+](=O)[O-]	-0.7	-2	-5	-3.5	-3	.	91	-5	3
COc1ccc(C)cc1NC(=O)CCN1CCCC1	-2.1	2	1	-0.2	3	-2	102	3	-2
COC(=O)CNC(=O)c1cccc(-c2ccc(OC)cc2)c1	-2.9	-15	0	-2.7	-6	-3	97	-5	-11
Clc1ccc2nc(-c3ccccc3)nc(C(Cl)Cl)c2c1	-5.0	5	-6	-1.4	-4	.	90	19	1

Some of the entries so far, comma-delimited.
smiles,VIM-2 inh,HCV NS3 hel inh,MEKK2mut PB1 HTS,IMP-1 inh,DNA FID counter,NALP1 inh,MEKK2 WT-MEK5,UBC9 SUMO inh,M18AAP inhibitor
CC1CCN(S(=O)(=O)c2ccc3nc(N4CCN(c5ccccc5)CC4)ccc3c2)CC1,1.4,3,2,-3.6,-2,7,99,-2,-3
O=C(/C=C/c1ccc(Cl)cc1Cl)N(Cc1ccccc1)C1CCS(=O)(=O)C1 (stereo not drawn),-1.4,-12,-1,-2.2,0,34,101,-2,-2

New compounds follow:
SMILES	VIM-2 inh	HCV NS3 hel inh	MEKK2mut PB1 HTS	IMP-1 inh	DNA FID counter	NALP1 inh	MEKK2 WT-MEK5	UBC9 SUMO inh	M18AAP inhibitor
O=C(c1cc(-c2ccc(Cl)cc2Cl)on1)N1CCN(C(=O)c2ccco2)CC1	0.3	-6	-6	0.0	-16	30	84	1	1
Cc1cc(C)n(-c2ccc(C(=O)NCc3ccc(F)cc3)cc2)n1	-3.6	-1	-2	-1.4	-19	29*	100	1	-2
C=CCOc1ccc(C2c3c(oc4ccccc4c3=O)C(=O)N2CCCN2CCOCC2)cc1 (stereo not drawn)	-2.0	-6	-2	-1.4	-5	27	90	30	1
CC(C)(C)c1cc(NC(=O)c2cc(F)c(F)c(F)c2F)no1	-1.9	17	.	-0.6	3	-1	.	3	-3
Nc1nc(NCCN2CCOCC2)nc(NCc2ccccc2)c1[N+](=O)[O-]	-0.6	3	1	-2.5	1	10	103	11	-8
O=C(NCc1ccccc1)c1c[nH]c2cc3c(cc2c1=O)OCCO3	-1.3	-1	7	-1.7	2	-3	102	-9	-6
CCOC(=O)c1nnn(-c2nonc2N)c1CSc1nnc(N)s1	1.6	-4	-12	-2.6	-6	5	88	18	1
Cc1c(CN2CCC(Oc3ccc(C(=O)N4CCCCC4)cc3)CC2)cnn1C	-0.3	2	7	-2.0	-2	21	109	14	-8
O=C(NCCOC(=O)c1ccc(Cl)c(S(=O)(=O)N2CCCCC2)c1)c1ccncc1	0.6	11	1	0.6	-22	8	103	18	-4
N#CCCn1cc(C(=O)NCc2ccccc2)c(-c2cccs2)n1	-3.7	15	1	-2.3	-10	2	103	10	-11

3 structures out of the list, arranged by molar mass, lowest first.
SMILES	VIM-2 inh	HCV NS3 hel inh	MEKK2mut PB1 HTS	IMP-1 inh	DNA FID counter	NALP1 inh	MEKK2 WT-MEK5	UBC9 SUMO inh	M18AAP inhibitor
CC(C)(C)c1cc(NC(=O)c2cc(F)c(F)c(F)c2F)no1	-1.9	17	.	-0.6	3	-1	.	3	-3
O=C(NCc1ccccc1)c1c[nH]c2cc3c(cc2c1=O)OCCO3	-1.3	-1	7	-1.7	2	-3	102	-9	-6
Nc1nc(NCCN2CCOCC2)nc(NCc2ccccc2)c1[N+](=O)[O-]	-0.6	3	1	-2.5	1	10	103	11	-8

(next part)
SMILES	VIM-2 inh	HCV NS3 hel inh	MEKK2mut PB1 HTS	IMP-1 inh	DNA FID counter	NALP1 inh	MEKK2 WT-MEK5	UBC9 SUMO inh	M18AAP inhibitor
O=C1Nc2ccc3sc4ccccc4c3c2C1=O	3.8	-6	1	2.9	15	.	101	-9	-1
CC(C)CCNC(=O)C1C2C=CC3(CN(Cc4ccccc4Cl)C(=O)C13)O2 (stereo not drawn)	-3.9	-4	12	-0.7	-21	19	112	-4	-2
COC(=O)C1=C(Nc2ccc(C)cc2)C=C(C)C(C(=O)OC)C1c1ccc(OC)cc1 (stereo not drawn)	-1.6	-8	3	-5.3	-13	7	89	20	-2
Cc1ccc2nc(-c3ccc(SCC(=O)O)nc3)[nH]c2c1	-0.6	6	4	-2.7	2	-9	111	19	-2
N#Cc1cc2c([nH]c1=O)CCCC2	-1.5	2	-6	0.1	1	.	76	-8	0
COc1ccc(-n2c(SCC(=O)O)nc3sc4c(c3c2=O)CCCC4)cc1	0.7	4	4	-2.8	-21	10	102	24	-11
CCN1C(=O)C(O)(CC(=O)C(C)(C)C)c2cc(Br)ccc21 (stereo not drawn)	-3.1	13	-4	-1.1	-18	0	107	10	-1
COc1ccc(C(=O)NNC(=O)C(NC(=O)c2ccccc2NC(=O)c2ccco2)C(C)C)cc1 (stereo not drawn)	-1.1	1	-3	-3.8	-20	26	93	44	-5
O=C(O)/C=C/c1ccc(Oc2ncccn2)cc1	0.0	2	4	-3.5	-4	24	104	7	-13
Cc1ccc(NN=C2c3ccccc3-c3ccccc32)cc1	1.4	4	1	1.9	-5	.	110	14	24
c1ccc(CSc2nnc([C@@H]3CCCN3)o2)cc1	-0.9	0	0	3.0	-2	5	101	20	3
COc1cccc(N=Nc2c(=O)[nH]n3c(=O)cc(C)[nH]c23)c1	-1.7	2	-1	-4.3	-7	-17	99	-10	8
O=C(CSc1ccc2nnc(-c3ccccc3)n2n1)N1CCN(c2ccccc2)CC1	-0.7	20	.	-2.3	-5	.	.	.	0
CCCCNC(=O)CN1C(=O)NC(CCc2ccccc2)C1=O (stereo not drawn)	-2.2	3	1	-1.9	0	14	105	-3	-1
Cc1cc(C)n(-c2n[nH]c(=O)c3ccccc23)n1	-1.7	6	-11	-1.5	-1	16	98	7	8
COc1ccc(C(=O)Nc2ccc(S(=O)(=O)NC(C)(C)C)cc2)cc1[N+](=O)[O-]	-1.8	-5	-2	-3.7	-5	10	98	0	1
Cc1cc(C)c(C)c(S(=O)(=O)N2CCN(c3ncnc4sc(C)c(C)c34)CC2)c1C	-3.0	0	5	-3.1	-3	8	105	-26	-2
COc1cc(C(=O)OCC(=O)c2cc(C)n(C)c2C)cc(OC)c1OC	-1.5	0	-4	-1.8	-12	10	82	20	0
CCOC(=O)C1=C(CSc2nc3c(cc2C#N)CN(C)CC3)OC(N)=C(C#N)C1c1ccncc1 (stereo not drawn)	-1.4	-59	-2	-0.9	0	23	97	48	28
Cn1cccc1/C=C(\C#N)C(N)=S	0.0	-1	-3	-1.8	0	-29	98	13	8
CCCc1nc2c([nH]1)c(=O)n(C)c(=O)n2C	-2.4	5	6	-2.5	-1	13	93	15	-2
O=C1NC(=O)/C(=C\c2ccc(N3CCOCC3)o2)N1	1.4	-13	-11	0.5	2	9	85	21	37*
CCC(C)[C@H](NC(=O)NC1CCCc2ccccc21)C(=O)O (stereo partly drawn)	-3.1	5	-1	-6.8	-4	-11	101	18	-5
O=C(NCCCO)C(=O)Nc1cc2c3c(c1)CCC(=O)N3CCC2	-0.9	6	1	-1.5	-9	4	106	11	0
COc1cccc(OC)c1C(=O)Nc1ccc(CN2CCOCC2)cc1	-0.8	-2	2	-1.1	4	2	102	-5	0
COC(=O)CNC(c1ccccc1)c1cc(Br)ccc1NC(C)=O (stereo not drawn)	-1.3	18	2	-2.0	12	6	103	12	1
CCn1c(SCC(=O)NC2CCCC2)nnc1-c1ccccn1	-0.7	-1	6	-0.1	-8	8	109	1	-3
Cc1ccsc1/C=N/NC(=O)CN1CCN(S(=O)(=O)c2ccc(Br)cc2)CC1	-4.1	-2	31	-2.1	-13	8	111	-7	-6
COc1cccc(NC(=S)NN=C2CCCCCC2)c1	1.9	4	-1	-2.6	-3	-12	97	7	23
CCCCNC(=O)N1CCc2[nH]c3ccccc3c2C1	0.6	-7	7	-1.4	-5	20	113	19	-3
COC/C=C/C1=CC2=CC(=O)C(C)(OC(=O)c3cnc4ccccc4n3)C(=O)C2=CN1CCN1CCOCC1 (stereo not drawn)	.	.	-8	.	.	1	93	20	.
CCSc1ncc(Cl)c(C(=O)Nc2cc(C)ccc2C)n1	-1.0	4	-2	-2.3	-6	6	97	16	3
O=C(C1CCN(Cc2ccccc2)CC1)N1CCCC1	0.9	-4	.	-0.3	8	-6	.	-18	-1
COc1cccc(N2CCN(C(=O)CSc3ccc(F)cc3)CC2)c1	-3.1	18	-8	-2.0	-29	4	99	-4	3
Cc1cc(C(=O)N2CCN(c3ccc([N+](=O)[O-])cc3)CC2)no1	-3.1	5	-1	-2.6	-1	27	106	1	1
CN1C(=O)CSc2ccc(NC(=O)N3CCN(c4ccccn4)CC3)cc21	-3.0	-5	16	-4.1	-10	53	108	-3	0
CCOc1ccc(NC(=O)N2CCC(NC(=O)C(Cc3ccc(OC)c(OC)c3)NC(C)=O)CC2)cc1 (stereo not drawn)	-1.2	6	4	-2.4	-18	14	103	18	-2
Cc1cccc(-n2c(SCc3ccc([N+](=O)[O-])cc3)nnc2-c2c[nH]c3ccccc23)c1	-2.6	6	2	-3.4	3	-2	101	-18	-1
CC(OC(=O)C1=Cc2ccccc2OC1)C(=O)NC1CCCC1 (stereo not drawn)	-1.4	-4	-3	-2.1	2	28	98	2	-4
Oc1cccc(Nc2nc(O)c(/C=C3\C=Nc4ccccc43)s2)c1	-1.9	-12	-10	-3.0	4	-76	89	2	7
COc1ccccc1CN1CC(C(=O)N2CCCCCCC2)CCC1=O (stereo not drawn)	-1.6	31	6	-1.2	-37	1	105	16	8
NCCCCCC(=O)Nc1ccncc1	-1.0	0	-9	-0.5	1	.	98	15	2
S=C(Nc1ccc(Br)cc1)NC1CCCCC1	-3.4	-3	1	-3.2	-3	-3	116	-15	-5
CN1CC(=O)Nc2ccc([N+](=O)[O-])cc2C1=O	-1.1	1	4	-2.5	1	11	104	-14	0
CCOC(=O)N1CCN(c2nnc(-c3ccccc3)c3ccccc23)CC1	-1.5	-3	8	-2.2	-41	14	109	-2	-4
Cc1ccc(/C=C2\SC(=S)N(CCCC(=O)Nc3ccccc3C(=O)O)C2=O)cc1	0.5	-10	6	-2.2	-27	0	103	8	-2
N#Cc1c(-c2ccc(F)cc2)noc1N	-2.9	0	5	-2.5	1	1	112	10	-1
